# M1 PAM: human M1 muscarinic receptor positive allosteric modulators, primary screen, CHO-K1 cells, Fluo-8 calcium fluorescence, 1536-well; Muscarinic acetylcholine receptor M1 (Homo sapiens), P11229; CHO-K1 hM1, ACh EC20; 0% = ACh EC20, 100% = maximal ACh; activation, % at 3 µM; 0.088% of 360,000 active; in the data active means activation above about 19%, passing the limit was not always enough
# CHO parental Ca: ATP-evoked calcium signal inhibitors, parental CHO, primary screen, counter-screen for OX1R antagonist project, cell-based, fluorescence, Fluo-8 calcium dye; parental CHO-K1, ATP-induced calcium, Fluo-8 fluorescence; inhibition, % at 5.6 µM; 0.63% of 330,000 active; AID 463079, 2010;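 active means inhibition above that plate's mean sample inhibition plus 3 SD, cut at about 26% in these data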;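 further: 0% = ATP-challenged DMSO wells and 100% = DMSO wells without ATP; some compounds past the cut are filed as inactive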
#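 Material – parental CHO cells · Reagent – ATP stimulus · Compound – single nominal dose of 5.6 µM per compound · Detection – Fluo-8 fluorescence · Read-out basis – percent inhibition of calcium signal · Controls – ATP-challenged DMSO wells low, unchallenged DMSO wells high · Repeats – no replicates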
# OXTR potentiator: human OXTR potentiators, primary screen, fluorescence, CHO-OTR cells, Fluo-8 calcium; Oxytocin receptor (Homo sapiens), P30559; Fluo-8 calcium fluorescence, potentiator mode; 0% = oxytocin EC15, 100% = EC100; activation, % at 3 µM; 0.061% of 320,000 active; AID 2445, 2010;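 active means activation above that plate's cutoff, the mean activation of tested compounds plus 3 SD, cut at about 6.6% in these data, passing the limit was not always enough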;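 further: 100% uses oxytocin at 75 nM as the full agonist control; some results filed as inactive read as strong as hits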
# Target sequence (P30559 whole entry, looked up): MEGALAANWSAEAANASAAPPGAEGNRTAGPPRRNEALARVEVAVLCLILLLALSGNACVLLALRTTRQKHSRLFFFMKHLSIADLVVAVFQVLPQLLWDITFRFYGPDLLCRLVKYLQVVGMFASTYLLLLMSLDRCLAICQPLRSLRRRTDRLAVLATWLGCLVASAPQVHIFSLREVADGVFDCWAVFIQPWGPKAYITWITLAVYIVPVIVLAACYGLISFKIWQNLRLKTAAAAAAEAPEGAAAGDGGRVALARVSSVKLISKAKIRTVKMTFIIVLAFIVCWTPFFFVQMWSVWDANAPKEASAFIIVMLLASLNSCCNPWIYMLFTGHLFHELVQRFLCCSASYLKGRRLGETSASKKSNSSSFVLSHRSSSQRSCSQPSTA
#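 System: human OTR in CHO cells / Also added: sub-maximal oxytocin, roughly EC15 / Control set: EC15 oxytocin low, 75 nM oxytocin high / Schedule: 6 min compound pre-incubation at room temperature, 100 s kinetic read / Compound: single-point 3.0 µM / Replication: singlicate / Technique: Fluo-8 calcium dye fluorescence / Read-out basis: % activation of max/min ratio relative to oxytocin controls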
# CHO-K1 Ca antag: counter-screen for M1 antagonists: effect in parental CHO-K1 cells; ATP-induced calcium, Fluo-8 fluorescence; inhibition, % at 3 µM; 0.6% of 360,000 active; AID 602250;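 active means inhibition above a per-plate cutoff, the plate's mean sample inhibition plus 3 SD, cut at about 24% in these data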;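 further: 0% = DMSO plus EC80 ATP and 100% = DMSO alone without ATP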
# M4 ag: human M4 muscarinic receptor agonists, primary screen, CHO-K1 cells, Fluo-8 calcium fluorescence. Muscarinic acetylcholine receptor M4 (Homo sapiens), P08173. CHO-K1 hM4/Gqi5; vehicle 0%, full acetylcholine response 100%. activation, % at 3 µM. 0.14% of 360,000 active;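 active means activation above the run mean over all test wells plus 3 SD, cut at about 32% in these data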;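 further: peak over basal fluorescence ratio per well then scaled between controls; 0% = DMSO wells and 100% = acetylcholine at EC100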
# Target sequence (P08173 whole entry, looked up): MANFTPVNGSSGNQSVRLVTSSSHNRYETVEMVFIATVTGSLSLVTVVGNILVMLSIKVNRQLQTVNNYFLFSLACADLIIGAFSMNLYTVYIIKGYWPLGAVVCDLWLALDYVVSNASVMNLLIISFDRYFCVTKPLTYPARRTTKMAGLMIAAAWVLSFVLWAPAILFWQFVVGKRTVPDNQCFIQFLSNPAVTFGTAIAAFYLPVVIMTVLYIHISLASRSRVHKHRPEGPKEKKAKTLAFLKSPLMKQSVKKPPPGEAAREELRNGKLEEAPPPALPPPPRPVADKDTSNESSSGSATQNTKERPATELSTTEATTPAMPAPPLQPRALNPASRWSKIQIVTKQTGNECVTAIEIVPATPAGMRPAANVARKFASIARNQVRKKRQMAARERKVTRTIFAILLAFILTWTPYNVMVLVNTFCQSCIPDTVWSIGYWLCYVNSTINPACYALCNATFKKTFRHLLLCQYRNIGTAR
# CHRM1 antagonist: human M1 muscarinic receptor antagonists, primary screen, CHO-K1 cells, Fluo-8 calcium fluorescence, 1536-well | 1.3% of 360,000 active | Muscarinic acetylcholine receptor M1 (Homo sapiens), P11229 | CHO-K1 hM1, ACh EC80 antagonist | AID 588852, 2011 | inhibition, % at 3 µM;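 active means percent inhibition above its own plate's cutoff, namely the mean of that plate's compound wells plus 3 SD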;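 further: peak over basal fluorescence ratio during 140 s after agonist addition; 0% = ACh EC80 plus DMSO and 100% = DMSO alone without agonist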
# CHRM1 agonist: human M1 muscarinic receptor agonists, primary screen, Fluo-8 calcium fluorescence, CHO-K1 cells, HTS; 0.33% of 360,000 active; AID 588814, 2011; activation, % at 3 µM; CHO-K1 hM1, agonist mode; 0% DMSO, 100% acetylcholine EC100; Muscarinic acetylcholine receptor M1 (Homo sapiens), P11229;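 active means activation above the run's mean compound activation plus 3 SD, cut at about 16% in these data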;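 further: peak over basal fluorescence ratio within a 140 s kinetic read after compound addition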
# M1 ag parental: counter-screen for M1 agonists: effect in parental CHO-K1 cells; Fluo-8 calcium fluorescence; scaled to maximal ATP response, vehicle zero; activation, % at 3 µM; 0.48% of 360,000 active; in the data active means activation above about 15%;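 further: untransfected CHO-K1 host cells lacking M1 receptor as counterscreen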
# M4 antag: human M4 muscarinic receptor antagonists, primary screen, CHO cells, Fluo-8 calcium fluorescence; Muscarinic acetylcholine receptor M4 (Homo sapiens), P08173; CHO-hM4 cells, ACh EC80; inhibition, % at 3 µM; 0.73% of 360,000 active; AID 624125, 2012;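 active means inhibition above its plate's cutoff, the mean inhibition of sample wells plus 3 SD, cut at about 27% in these data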;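 further: 0% = acetylcholine EC80 with DMSO and 100% = DMSO without agonist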
# Active calls of the source: *; / = not tested or not shown; & = joins results of further samples.
SMILES,M1 PAM,CHO parental Ca,OXTR potentiator,CHO-K1 Ca antag,M4 ag,CHRM1 antagonist,CHRM1 agonist,M1 ag parental,M4 antag
COc1ccc(CCC(=O)OCC(=O)c2cccc(OC)c2)cc1,4.1,-1.9,-3.4,-11.3,1.4,-4.6,-0.5,-0.1,-4.6
COc1cccc(C(=O)OCC(=O)N2CCc3ccccc3C2)c1OC,-0.1,-21.1,-3.5,-3.0,3.3,0.8,-0.7,1.2,-4.7
Cc1ccc(NS(=O)(=O)c2ccc3c(c2)CC(=O)N3)cc1C,0.6,0.0,-9.1,-7.2,2.3,-0.4,-1.1,0.0,-0.1
Cc1cc(O)c(C(C)C)cc1N=Cc1cc([N+](=O)[O-])ccc1O,7.0,-16.1,-10.0,-7.1,0.1,-4.0,-1.1,1.1,-1.0
CC(NS(=O)(=O)c1ccc(OCC(=O)N2CCOCC2)cc1)c1ccccc1 (stereo not given),4.3,-7.3,-13.9,-5.0,1.4,-22.6,1.1,0.5,-0.6
C/C(Nc1ccc(Cl)cc1)=C1/CCOC1=O,11.4,/,/,5.3,0.3,-11.7,-0.8,0.0,1.8
CC(C)n1c(-c2ccc(N(C)C)cc2)nc2ccccc21,-2.2,-12.1,-4.9,-1.2,2.9,-5.4,-4.5,1.3,-12.7
N#Cc1ccccc1OCCCN1CCC(Cc2ccccc2)CC1,-28.1,-15.4,-10.0,5.3,7.4,35.1*,-7.1,2.5,19.1
COc1ccc(CNC(=O)C[C@H]2C[C@H](C(=O)N3CCOCC3)[C@@]3(CCC4CCCC4)c4[nH]c5ccc(Cl)cc5c4CCN3C2=O)cc1OC,9.3,-2.1,/,-12.7,-1.2,-22.3,-4.9,0.5,-0.3
CCCCn1c(SCC(=O)O)nc2ccccc21,8.1,-17.2,-3.5,9.7,0.1,-8.2,-0.9,-0.4,1.6
O=C(c1c[nH]c(C(=O)C(Cl)(Cl)Cl)c1)c1ccccc1Cl,-1.6,-1.2,-9.7,-2.3,0.0,6.5,-3.6,-0.2,15.7
CC(C)(C)c1ccc(OC(=O)c2ccc3snnc3c2)cc1,-0.8,-9.3,-3.1,2.9,9.7,2.5,-5.8,3.2,-3.1
COc1ccc(C(=O)N/C(=C\c2ccc(Cl)cc2)C(=O)NCC2CCCO2)cc1 (stereo not given),1.5,-13.2,-1.8,-7.0,2.6,-6.5,-0.9,1.2,-3.5
CC(=O)Oc1cc(O)c2c(c1)OC(c1ccc(OC(C)=O)c(OC(C)=O)c1)C(OC(C)=O)C2=O (stereo not given),15.1,-6.8,4.9,-13.9,1.4,-16.3,-0.8,1.0,3.6
Cc1ccccc1-n1cc(CNC(=O)CCc2nnc(CCc3ccccc3)o2)cn1,1.9,-16.6,-9.8,-2.5,1.6,-6.6,-5.5,0.8,-8.9
COc1cccc(CNC(=O)Cn2nc(C)c([N+](=O)[O-])c2C)c1,20.6,-3.4,-8.4,-6.8,-0.3,-27.9,1.1,0.0,-20.2
c1ccc(-c2nn(-c3ccccc3)[n+](-c3ccccc3)n2)cc1,-1.0,/,/,-1.8,-0.2,7.1,-7.3,0.6,3.9
COC(=O)c1cccc(Cn2c(Cl)c(/C=N/NC(=O)c3ccco3)sc2=O)c1,7.2,-18.2,-2.6,-8.5,0.7,-3.1,-1.2,0.1,3.7
CCN1CCN(S(=O)(=O)c2cccs2)CC1,-2.9,1.5,0.4,-12.1,0.8,-7.7,-7.2,1.1,-0.5
OCC#CCSc1nnc(-c2ccccc2Br)o1,10.6,2.4,-3.8,-8.5,1.9,-29.5,-7.1,2.1,-6.5
O=C(CN1C2=NCCN2c2ccccc21)c1cccs1,0.3,-6.6,2.8,-5.1,1.1,-4.6,-7.1,0.1,-5.0
COC(=O)c1ccc(COc2ccc(-c3nnn(CC(=O)NC(C)(C)C)n3)cc2)cc1,-3.9,5.6,-0.2,-3.0,2.4,4.8,-1.9,0.5,-14.1
O=C(NCC1(c2ccccc2)CCCC1)c1ccccc1Br,-1.0,-17.1,-7.7,5.8,3.5,1.4,-7.4,0.4,-0.6
CC(=O)Nc1ccc(C(=O)OCCC(C)C)cc1,5.7,-9.6,-7.7,-7.3,2.5,-5.1,-2.6,0.2,-1.1
COc1cccc(N/C(SCc2ccccc2Cl)=C(/C#N)C(=O)NCc2cccs2)c1,-6.2,7.1,-20.8,-2.4,2.0,4.0,-0.5,1.1,6.7
O=C(Nc1ccccc1Cl)Nn1cnnc1,9.0,/,/,3.9,0.0,-4.7,0.0,0.4,-4.7
CCn1ncc(NC(=S)Nc2ccc(OC)c(OC)c2)c1C(N)=O,1.6,-12.2,-5.6,-15.2,1.7,-8.5,-3.5,0.6,0.0
O=C1NC[C@H](CCCCN2C[C@H](Cc3ccc(O)cc3)N(CC3CCCCC3)C(=O)C2=O)N(CCc2ccccc2)C1=O,/,/,/,-16.5,0.8,/,/,0.3,5.5
O=C(N=C1SC2CS(=O)(=O)CC2N1c1ccc(Cl)cc1)C1CCCO1 (stereo not given),0.3,-12.1,-4.0,-4.1,1.2,4.5,0.0,0.3,-9.3
CC(=O)Nc1ccc(/C(C)=N/NC(=O)c2ccc(F)cc2)cc1,-3.8,6.5,-1.5,-2.1,2.1,11.2,-4.1,0.7,-13.9
COC(=O)c1cc(OC)c(OC)cc1NC(=O)c1ccccc1,4.2,-24.9,-5.3,-6.0,0.3,-3.4,-4.3,0.5,2.1
Cc1ccc(S(=O)(=O)Nc2cc(C(C(=O)OC(C)C)C(=O)C(F)(F)F)c(O)c3ccccc23)c(C)c1 (stereo not given),-0.1,30.5*,-5.8,-6.8,5.8,0.1,0.2,1.0,10.8
Cc1ccc(N(C)C(=O)C2CCCN2S(=O)(=O)c2cccc3nsnc23)cc1 (stereo not given),-3.2,-12.5,-8.1,-19.3,0.5,-14.0,-2.8,1.2,3.5
Cc1cc(Cl)ccc1OC(C)C(=O)OCC(=O)c1ccc[nH]1 (stereo not given),-2.5,-1.7,-7.6,-15.0,3.9,5.3,-4.8,1.4,-8.4
CN(C)CCCNCCCNC(=O)c1ccco1,3.2&4.4,0.9,-6.0,-8.4&1.7,-0.7&0.6,-8.6&2.2,-3.5&2.9,0.4&0.4,-1.9&6.5
COc1ccccc1N=c1oc2cc(O)ccc2cc1C(=O)NCC1CCCO1 (stereo not given),8.4,-4.4,-0.2,16.7,1.8,-9.6,0.3,1.3,-5.1
CCCC(C(=O)NCCC(C)C)N(Cc1ccc(OC)cc1)C(=O)c1snc(C(N)=O)c1N (stereo not given),-2.8,-23.1,3.9,-5.4,6.2,-6.6,-4.8,1.9,2.8
Cc1ccc(S(=O)(=O)N2[C@@H](c3ccc(Br)cc3)C(C(=O)O)=CC[C@H]2c2cccc(Cl)c2)cc1,15.5,-9.2,-7.7,9.0,-0.5,-17.3,-0.7,0.2,-12.6
COC(=O)Cc1csc(Nc2ccc(F)c(Cl)c2)n1,-2.3,-1.6,-5.9,-15.2,2.1,3.8,-0.8,5.4,3.8
CCOc1ccc(Oc2ccc(NS(=O)(=O)c3ccc(CCC(=O)O)cc3)cc2)cc1,-1.0,/,/,-7.6,2.1,7.1,-0.7,0.9,-3.9
COc1ccc(Br)cc1/C=C(\C(=O)O)c1ccc(S(=O)(=O)N2CCCCC2)s1,6.2,-10.0,-2.8,-13.5,0.3,-2.5,-4.3,-0.5,4.0
CC(C)[C@H](NC(=O)c1ccco1)C(=O)OCC(=O)N(C)c1ccccc1,8.3,-8.8,-2.8,-4.2,0.2,-12.1,-3.0,-0.2,6.3
COc1cc(/C=C/C(=O)OC(C)C(=O)NC2CCCCC2C)cc(Cl)c1OC (stereo not given),4.2,-20.1,-0.1,5.0,-0.5,-14.0,-3.6,-0.1,1.0
O=C(Nc1ccc(N2CCN(C(=O)c3ccc(Cl)cc3)CC2)cc1)c1cccs1,6.6,-15.4,-4.1,-0.4,0.9,-15.8,0.7,0.6,-17.4
O=C(Nc1nc2ccccc2n1CCN1CCCC1)C1CCCCC1,-4.2,-14.0,-2.4,10.1,1.1,10.6,-6.5,-0.3,-3.2
COc1ccc([C@H]2CC(=O)C=C(c3ccc(CO)cc3)C2)cc1,7.0,-0.9,-3.7,-9.7,5.0,-8.0,-0.3,1.9,-1.5
COc1ccc(C(CC(=O)Nc2ccc(F)cc2)c2ccccc2)cc1 (stereo not given),-9.3,-7.3,-7.3,9.4,1.1,9.6,0.6,1.2,-3.0
CCN(CC)S(=O)(=O)c1ccc(N2CCOCC2)c(NC(=O)c2sccc2C)c1,1.6,-11.2,-3.5,-13.5,8.1,-13.9,-0.4,-0.2,-1.1
Cc1ccc2sc(C)[n+](CCO)c2c1,3.2,-5.7,2.5,3.2,1.0,-2.6,-7.9,-0.4,-4.8
CC(C)COCC(O)CCC(=O)NNC(=S)Nc1ccccc1 (stereo not given),1.9,4.9,3.9,2.6,1.0,-4.7,-1.0,1.5,2.6
O=C(Nc1ccccc1N1CCOCC1)c1cc2ccccc2o1,10.6,-21.8,-7.8,-3.5,2.2,-10.7,-1.1,0.4,10.1
C=CCN(C(=O)C1CSC2(C)CCC(=O)N12)c1nc(-c2ccccc2)cs1 (stereo not given),-2.3,-23.1,-10.3,-8.8,1.3,1.4,-4.0,0.1,5.3
CC(=O)NCC1CCN(C(=O)C2CCC(=O)N(CCc3cccc(F)c3)C2)CC1 (stereo not given),2.1,-0.8,-0.5,2.2,0.8,-0.6,-1.4,5.7,4.0
CCOC(=O)CCNC(=O)N1CCCC(N2CCN(c3ccc(OC)cc3)CC2)C1 (stereo not given),14.1,-6.0,-18.4,-14.1,-0.5,-4.5,-3.4,0.0,8.8
COc1ccc(C)cc1N(CC(=O)Nc1ccc2c(c1)OCCO2)S(C)(=O)=O,-8.0,-3.6,-10.5,-2.1,1.6,10.9,-5.3,0.6,1.1
CC(=O)C1C(c2ccccc2Cl)NC(=O)NC1(O)C(F)(F)F (stereo not given),8.3,-3.5,1.7,7.3,2.3,-9.1,-1.0,-0.2,-10.3

# Screening results (PubChem BioAssay)
